Screening data from PubChem BioAssay.
APEX1 inh = qHTS Assay for Inhibitors of the Human Apurinic/apyrimidinic Endonuclease 1 (APE1). DNA repair nuclease/redox regulator APEX1 (Homo sapiens), P27695. recombinant APE1, TAMRA/BHQ-2 abasic DNA cleavage fluorescence. Potency, µM (doses to about 65.8 µM), for inactives: at the highest dose activity change, negative = inhibition, most hits filed as inhibitors. 0.35% of 350,000 active;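 further: potency means the concentration at half of the fitted maximal effect; plate controls were vehicle for no effect and reference inhibitor for full effect; nearly all actives have a fitted effect of over 55% in size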
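Measures dequenching upon AP-site incision of a 5'-TAMRA/3'-BHQ-2 THF-containing duplex, 50 nM; human APE1 0.75 nM after 15 min room-temperature exposure to compound; kinetic three-point read at one-minute spacing.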
RGS4 inhibitor = Inhibitors of Regulator of G Protein Signaling (RGS) 4: qHTS; Transcreener GDP fluorescence polarization, RGS4-accelerated GTP hydrolysis; Potency, µM (series often up to 114 µM), for inactives: top-dose activity change, negative = inhibition, hits mostly inhibitors; 0.039% of 390,000 active; AID 504845, 2011; further: potency means the concentration at half of the fitted maximal effect; on the % scale 0 is the no-effect control and ±100 the full control effect; nearly all actives have a fitted effect of over 75% in size; some results filed as inactive show a strong effect at the top dose
Target sequence (P49798 whole entry, looked up): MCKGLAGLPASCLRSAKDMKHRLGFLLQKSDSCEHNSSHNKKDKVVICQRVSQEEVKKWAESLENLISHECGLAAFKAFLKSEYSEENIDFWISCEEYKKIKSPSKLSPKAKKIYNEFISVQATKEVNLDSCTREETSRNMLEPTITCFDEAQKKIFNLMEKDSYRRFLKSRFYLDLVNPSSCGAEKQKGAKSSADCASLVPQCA
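MLSMR compounds (23 nl, pin-transferred) preincubated 10 min at room temperature with a 500nM (2x) first reagent, then RGS4 at 900nM (2x) plus Transcreener GDP mix added; fluorescence polarization (620/688 nm) read before and after 90 min at 30 °C.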
POLH inh = qHTS for Inhibitors of Polymerase Eta. DNA polymerase eta (Homo sapiens), Q9Y253. AID 588591, 2011. recombinant Pol eta, fluorescent DNA replication assay. Potency, µM (series often up to 114 µM), inactives show top-dose activity change, negative = inhibition, most hits filed as inhibitors. 1.2% of 390,000 active; further: potency means the concentration at half of the fitted maximal effect; on the % scale 0 is the no-effect control and ±100 the full control effect
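Fluorescent replication assay: 50 nM final substrate added after a 15 min room-temperature compound preincubation with 10 nM enzyme. Signal taken at 0 min and again at 10 min.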
ERG Ets-DNA blk = qHTS for Small Molecule Inhibitors of the ERG Ets/DNA interaction. fluorescence polarization, His-ERG Ets domain / labelled DNA. Transcriptional regulator ERG (Homo sapiens), P11308. 0.028% of 370,000 active. AID 624246, 2012. Potency, µM (highest dose often 76.9 µM), without a hit: top-dose FP activity, negative = inhibition, usual class: inhibitors; active means well fitted inhibition curve with a large enough effect in the polarisation, with a control signal flat; inconclusive means small, poorly fitted or top-dose-only effect, or effect the other way, or a change in a side signal; inactive means no such curve, though single readings can be large or run the other way; the % refers to the polarisation;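 further: polarization taken with two DNA probes labelled with fluorescein and Texas red; potency means the concentration at half of the fitted maximal effect; % of control where 0% means no effect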
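His-tagged ERG Ets domain (1 uM in the protein solution; 300mM KCl, 50mM Tris-HCl, 1mM EDTA, 1mM DTT, pH 7.5) received compound, then a probe mix of 5 nM fluorescein-DNA and 100nM Texas-615-DNA. Fluorescence polarization was read for both dyes.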
POLB inh = qHTS Assay for Inhibitors of DNA Polymerase Beta | P06746 | Pol beta primer extension/strand displacement, fluorescence kinetic | Potency, µM (series often up to 114 µM), for inactives: at the highest dose activity change, negative = inhibition, hits mostly inhibitors | 1.3% of 340,000 active; further: potency means the concentration at half of the fitted maximal effect; on the % scale 0 is the no-effect control and ±100 the full control effect
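Pol beta (10 nM) was preincubated with compound for 15 min at room temperature. The reaction was then started with 50 nM substrate and read immediately and after a further 10 min at room temperature.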
POLK inh = qHTS for Inhibitors of Polymerase Kappa. DNA polymerase kappa (Homo sapiens), Q9UBT6. purified Pol kappa, fluorescent DNA synthesis assay, 10 min. Potency, µM (highest dose often 107 µM), inactives show at the top dose activity, negative = inhibition, actives largely listed as inhibitors. 0.53% of 400,000 active; further: potency means the concentration at half of the fitted maximal effect; on the % scale 0 is the no-effect control and ±100 the full control effect
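Enzyme at 10 nM met test compounds for 15 min at room temperature. Substrate addition (50 nM final) began the reaction, which was monitored by fluorescence at 0 and 10 min.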
Apoferritin bind = qHTS Assay for Identification of Novel General Anesthetics; Ferritin light chain (Equus caballus), P02791; apoferritin/1-aminoanthracene competitive binding, fluorescence; Potency, µM (doses to about 77.5 µM), without a hit: at the top dose activity change, negative = displacement, usual class: inhibitors; 0.074% of 350,000 active; AID 485281, 2010; further: potency means the concentration at half of the fitted maximal effect; on the % scale 0 is the no-effect control and ±100 the full control effect; nearly all actives have a fitted effect of over 20% in size
Target sequence (P02791 2-175 limits assumed): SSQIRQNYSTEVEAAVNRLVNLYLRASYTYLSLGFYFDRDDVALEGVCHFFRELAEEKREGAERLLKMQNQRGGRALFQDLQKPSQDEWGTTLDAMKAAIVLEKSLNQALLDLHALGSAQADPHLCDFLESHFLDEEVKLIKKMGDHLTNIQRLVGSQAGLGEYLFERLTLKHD
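Apoferritin-based anesthetic binding model; compound displacement of fluorescent 1-AMA measured as endpoint fluorescence after 10 minutes at room temperature, scaled to free-ligand and complex controls.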
LDHA inh = qHTS assay for inhibitors of human lactate dehydrogenase. L-lactate dehydrogenase A chain (Homo sapiens), P00338. purified LDHA, NADH/diaphorase-resazurin fluorescence; hits give low values. activity change, % (values are at about 110 or 230 µM). 0.15% of 480,000 active; in the data active means activity change below about -30%; inconclusive means mostly about -25% to -30%;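 further: plate controls were DMSO wells for no effect and wells without enzyme for full effect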
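Enzyme activity of human lactate dehydrogenase 5 (2 nM; 0.06 mM NADH, 0.2 mM pyruvate, 5 min, RT) is measured via a resazurin/diaphorase fluorescence readout of residual NADH.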
ALOX12 inh = Primary qHTS assay for inhibitors of human arachidonate 12S-lipoxygenase (ALOX12): Round 2; Potency, µM (top dose mostly 108 µM), without a hit: at the highest dose activity change, negative = inhibition, usual class: inhibitors; 1.1% of 580,000 active; Polyunsaturated fatty acid lipoxygenase ALOX12 (Homo sapiens), P18054; purified 12hLO, xylenol orange hydroperoxide absorbance; AID 1671190, 2021; further: potency means the concentration at half of the fitted maximal effect; on the % scale 0 is the no-effect control and ±100 the full control effect
Target sequence (P18054 whole entry, looked up): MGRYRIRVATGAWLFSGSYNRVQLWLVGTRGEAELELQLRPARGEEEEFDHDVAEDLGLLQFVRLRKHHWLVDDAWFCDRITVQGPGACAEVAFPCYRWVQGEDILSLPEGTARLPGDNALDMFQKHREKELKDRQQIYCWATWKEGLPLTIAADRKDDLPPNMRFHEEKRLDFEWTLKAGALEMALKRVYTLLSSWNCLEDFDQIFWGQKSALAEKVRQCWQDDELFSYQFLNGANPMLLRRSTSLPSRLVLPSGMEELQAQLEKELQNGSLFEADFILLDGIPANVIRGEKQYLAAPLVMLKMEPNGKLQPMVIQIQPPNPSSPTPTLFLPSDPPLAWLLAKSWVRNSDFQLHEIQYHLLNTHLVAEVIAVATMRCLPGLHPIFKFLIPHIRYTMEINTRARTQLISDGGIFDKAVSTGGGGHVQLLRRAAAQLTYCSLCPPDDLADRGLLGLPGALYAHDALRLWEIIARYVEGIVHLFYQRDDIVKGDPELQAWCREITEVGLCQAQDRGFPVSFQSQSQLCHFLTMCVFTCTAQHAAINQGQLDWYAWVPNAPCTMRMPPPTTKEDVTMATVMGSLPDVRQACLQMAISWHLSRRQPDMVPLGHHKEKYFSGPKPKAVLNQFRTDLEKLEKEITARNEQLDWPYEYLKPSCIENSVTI
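Purified human 12hLO at 150 nM in 25 mM Hepes, 0.01% Triton X-100, pH 7.0, preincubated 15 min at room temperature with compound. Reaction started with 40 uM arachidonic acid, 30 min at room temperature. Hydroperoxide measured by Fe-xylenol orange, 573/405 nm absorbance ratio.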
An asterisk follows results filed as active; u = inconclusive; x = no result given; & = joins results of further samples; [ ] = another dose, or the depositor's remark. Unless noted, the call rests on the fitted dose curve; in most records, active means well fitted curve in the direction sought with a large enough effect; inconclusive means small, poorly fitted or top-dose-only effect, or another doubt; inactive means no such curve, though single readings can be large; an effect the other way counts as inactive or inconclusive.

SMILES	APEX1 inh	RGS4 inhibitor	POLH inh	ERG Ets-DNA blk	POLB inh	POLK inh	Apoferritin bind	LDHA inh	ALOX12 inh
CC(C(=O)Nc1ccccc1Cl)c1ccc([N+](=O)[O-])cc1 (centres undefined)	15%	-12%	-26%	4%	27%	-6%	-12%	-7	-16%
Cc1cc(C)c(Nc2nc3ccccc3n3c(C)nnc23)c(C)c1	x	-10%	-10%	-9%	1%	0%	-1%	1	-26%
Cc1[nH]c(C)c(S(=O)(=O)NCCc2ccc(S(N)(=O)=O)cc2)c1C(=O)N1CCCC1	9%	-32%[56.9 µM]	-19%	-5%	13%	-8%	-4%	-5	-11%
Cc1ccc(C(=O)CSc2nnc(COc3cc(C)cc(C)c3)o2)cc1	-3%	3%	4%	-2%	-2%	0%	-4%	-5	-6%
CCOc1ccc(NC(=O)Cn2cnc3c(oc4ccccc43)c2=O)cc1	x	10%	-19%	-7%	1%	-21%	-7%	-7	-5%
CCN1CCN(C(=O)C2CCN(S(=O)(=O)c3cccc4cccnc34)CC2)CC1	0%	16%	-14%	-13%	15%	16%	-7%	0	-2%
COc1ccc(S(=O)(=O)N2CCOCC2)cc1NC(=O)Cc1cccs1	-3%	-19%	-6%	x	x	-14%	x	-11	1%
O=C(COc1ccccc1)NNC1=NS(=O)(=O)c2ccccc21	26%	14%	-8%	-18%	29%	0%	-2%	-1	-17%
Cc1nn(-c2ccc(F)cc2)c(N)c1C1(O)C(=O)Nc2ccccc21 (centres undefined)	u	-1%	-9%	7%	-6%	-1%	u	0	-7%
COc1ccc(-c2csc(NC(C)c3nc4cc(C(F)(F)F)ccc4n3CCOCCO)n2)cc1 (centres undefined)	x	-11%	0%	15%	x	-3%	x	0	-3%
COc1ccc(-n2c(=O)[nH]c3cc(C(=O)NCCc4ccc(Cl)cc4)ccc3c2=O)cc1OC	-1%	33%&-3%	-4%&-12%	-3%&0%	0%&-8%	-17%&7%	u	0&-8	-17%&-6%
COc1ccc(C(C(=O)NC(C)(C)C)N(Cc2ccco2)C(=O)CCC(=O)Nc2ccccn2)cc1 (centres undefined)	10%	-2%	-16%	1%	46%	4%	0%	0	2%
CCc1ccc(-n2nc(C)c3c(C)cc(=O)n(CC(=O)Nc4ccc(F)cc4C)c32)cc1	x	-4%	4%	-2%	-4%	3%	-9%	-2	-11%
CCC[C@@H]1Cc2ccccc2N1C(C)=O	12%	8%	-14%	3%	x	-18%	x	-16	-2%
COc1cc(NC(=O)CSc2nc3[nH]ncc3c(=O)n2-c2ccc(Cl)cc2)cc(OC)c1	8%	-17%[56.9 µM]	-12%	8%	3%	-2%	-5%	-2	12%
Cc1ccc(NCc2ccccc2)cc1	-2%	-1%	-23%	7%	11%	-3%	u	6	0%
CCc1nc(NCCc2ccccn2)c2nnn(Cc3ccccc3F)c2n1	-3%	-17%[11.4 µM]	-13%	2%	-18%	-12%	-23%	2	0%
Cc1cc(C)c(C#N)c(Nc2ccccc2C)n1	13%	-3%	-11%	-11%	9%	-1%	-1%	-1	-20%
Cc1cc2c(=O)n(C)c(SCC(=O)Nc3cccc(O)c3)nc2s1	7%	9%	6%	-9%	-9%	-2%	1%	-11	10%
COc1cc([N+](=O)[O-])ccc1NC(=O)CCCOc1ccc(C)cc1	u	-6%[11.4 µM]	-5%	-6%	-1%	-6%	u	7	0%

Continued; the last two above are carried over.
SMILES	APEX1 inh	RGS4 inhibitor	POLH inh	ERG Ets-DNA blk	POLB inh	POLK inh	Apoferritin bind	LDHA inh	ALOX12 inh
Cc1cc2c(=O)n(C)c(SCC(=O)Nc3cccc(O)c3)nc2s1	7%	9%	6%	-9%	-9%	-2%	1%	-11	10%
COc1cc([N+](=O)[O-])ccc1NC(=O)CCCOc1ccc(C)cc1	u	-6%[11.4 µM]	-5%	-6%	-1%	-6%	u	7	0%
CCOc1ccc(C(=O)Nc2ccc3nc(N4CCN(CC)CC4)cc(C)c3c2)cc1	-2%	-4%	5%	-13%	u	-1%	8%	-9	-8%
COc1cc(C(=O)OCC(=O)Nc2ccc(OC(F)F)cc2)cc(OC)c1OC	28%	-16%	u	1%	5%	-16%	-18%	0	1%
O=c1oc2c3c(ccc2c2ccccc12)OCN(Cc1ccc(Cl)cc1)C3	x	8%	-12%	5%	1%	-5%	1%	5	u
CCOC(=O)c1c(NC(=O)c2cccs2)sc(C)c1CC	-2%	3%	-6%	-1%	1%	-6%	-11%	-1	17%
COc1cc(CO)ccc1OCc1nnnn1-c1ccc(C)cc1	-2%	-34%[11.4 µM]	-18%	10%	9%	6%	-2%	-2	-1%
CCCCOc1ccccc1NC(=O)CC1Sc2ccccc2NC1=O (centres undefined)	x	-29%	-9%	0%	-1%	8%	-5%	0	-14%
Cc1ccc(CN2CCCn3nc(C(=O)NCCc4cccc(C)c4)cc3C2=O)cc1	x	5%	-12%	-4%	-4%	-9%[60.1 µM]	28%	-2	-8%
Cc1ccc(NC(=O)C2CC(O)CN2C(=O)Oc2ccccc2)c(C)c1 (centres undefined)	14%	3%	-4%	2%	0%	-13%	-4%	-7	-15%
Cc1occc1C(=O)N1CCCC(N2CCN(c3ccccc3F)CC2)C1 (centres undefined)	0%	-22%	-13%	-7%	47%	-11%	-6%	-4	0%
COc1ccc(NS(=O)(=O)c2cc(NC(=O)Cc3n[nH]c(=O)c4ccccc34)ccc2OC)cc1	x	3%	-19%	-24%	x	-5%	x	-14	18%
COc1ccc(Cn2cc(C(=O)c3ccc(OC)cc3)c(=O)c3cc4c(cc32)OCCO4)cc1	x	-42%	-25%	-1%	3%	-8%	u	-4	6%
C=CCCC(=O)Nc1ccc(Br)cn1	3%	13%	-17%	-13%	7%	-9%	-7%	-10	-5%
CCc1ccc(-c2nc(SCC(=O)N3CCOCC3)n[nH]2)cc1	12%	-37%	-13%	-3%	28%	5%	-3%	4	-3%
Cc1nn2c(-c3ccccc3)cc(-c3ccccc3)nc2c1-c1ccc(Cl)cc1	x	-8%	-19%	-6%	37%	14%	0%	5	-12%
CC/C(=N\NC(=O)c1c(C)nc2ccccn12)c1ccc(Cl)cc1	82%[activator]	-3%	-14%	16%	-2%	6%	-3%	-7	20%
CCN(CC)c1ccc(NC(=O)c2cc3ccccc3o2)c(C)c1	8%	-1%	1%	-2%	5%	-8%	7%	-1	u
Cc1ccc(NCc2cc3cc4c(cc3n(CC(=O)Nc3ccc(F)cc3F)c2=O)OCCO4)cc1	x	-12%	-1%	1%	33%	-15%	127%[activator]	7	94%[activator]
Cc1ccc(S(=O)(=O)N2CCOCC2)cc1C(=O)OCC(=O)c1c(N)n(C)c(=O)n(C)c1=O	34%	2%	-8%	1%	x	7%	x	3	-60%
O=C(NC1CCN(Cc2ccc(Cl)c(Cl)c2)CC1)c1ccccc1	8%	-17%	-16%	-16%	31%	-5%	5%	-5	-26%
COc1ccc(NC(=O)N(C)C[C@H]2Oc3ccc(NC(=O)CCC(F)(F)F)cc3C(=O)N([C@H](C)CO)C[C@@H]2C)cc1	-5%	11%	-13%	2%	x	4%	x	1	-10%
O=C(COc1ncnc2ccccc12)NCCC1=CCCCC1	-5%	-2%	-3%	-9%	-6%	-8%	-16%	-9	-23%
CCOC(=O)c1ccc(NC(=O)c2cc(C)nn2-c2ccccc2)cc1	-4%	6%	-13%	0%	10%	-9%[60.1 µM]	-3%	-2	4%

Of the compounds above, two have a CF3 group:
SMILES	APEX1 inh	RGS4 inhibitor	POLH inh	ERG Ets-DNA blk	POLB inh	POLK inh	Apoferritin bind	LDHA inh	ALOX12 inh
COc1ccc(-c2csc(NC(C)c3nc4cc(C(F)(F)F)ccc4n3CCOCCO)n2)cc1 (centres undefined)	x	-11%	0%	15%	x	-3%	x	0	-3%
COc1ccc(NC(=O)N(C)C[C@H]2Oc3ccc(NC(=O)CCC(F)(F)F)cc3C(=O)N([C@H](C)CO)C[C@@H]2C)cc1	-5%	11%	-13%	2%	x	4%	x	1	-10%

As entered above:
CCOC(=O)c1c(NC(=O)c2cccs2)sc(C)c1CC in ERG Ets-DNA blk shows -1%
Cc1[nH]c(C)c(S(=O)(=O)NCCc2ccc(S(N)(=O)=O)cc2)c1C(=O)N1CCCC1 in POLH inh shows -19%

Arranged by the number under LDHA inh (largest number first): 3 of the compounds above
SMILES	APEX1 inh	RGS4 inhibitor	POLH inh	ERG Ets-DNA blk	POLB inh	POLK inh	Apoferritin bind	LDHA inh	ALOX12 inh
Cc1cc(C)c(Nc2nc3ccccc3n3c(C)nnc23)c(C)c1	x	-10%	-10%	-9%	1%	0%	-1%	1	-26%
COc1ccc(C(C(=O)NC(C)(C)C)N(Cc2ccco2)C(=O)CCC(=O)Nc2ccccn2)cc1 (centres undefined)	10%	-2%	-16%	1%	46%	4%	0%	0	2%
CC/C(=N\NC(=O)c1c(C)nc2ccccn12)c1ccc(Cl)cc1	82%[activator]	-3%	-14%	16%	-2%	6%	-3%	-7	20%

An excerpt; count on the stated rates, not on these rows.
